Assay outcomes: PubChem, several laboratories
TROY signal inh: inhibitors of TROY-driven NF-kB signaling, primary screen, Q293 LMP1-TROYcd cells, NF-kB luciferase, uHTS | Q293 LMP1-TROYcd NF-kB luciferase reporter, 4 h | 360,000 compounds, 0.98% hits | inhibition, % at 10 µM;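 active means compounds whose plate-normalised and pattern-corrected inhibition of the luciferase reporter signal at the single screening dose is 50% or more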
NCOA3 inh: SRC3 coactivator transcriptional activity inhibitors, primary screen, cell-based, luminescence. HEK293 GAL4-SRC3 luciferase reporter. inhibition, % at 3.6 µM. 360,000 compounds, 0.17% hits;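 active means inhibition above a per-campaign cutoff, the mean of all compounds plus 3 SD, cut at about 60% in these data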;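 further: 0% = DMSO-treated cells and 100% = gossypol-treated cells at 36 µM; higher means less SRC3-driven luciferase light from the GAL4 reporter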
Target sequence (Q9Y6Q9 whole entry, looked up, the tested form may be a part): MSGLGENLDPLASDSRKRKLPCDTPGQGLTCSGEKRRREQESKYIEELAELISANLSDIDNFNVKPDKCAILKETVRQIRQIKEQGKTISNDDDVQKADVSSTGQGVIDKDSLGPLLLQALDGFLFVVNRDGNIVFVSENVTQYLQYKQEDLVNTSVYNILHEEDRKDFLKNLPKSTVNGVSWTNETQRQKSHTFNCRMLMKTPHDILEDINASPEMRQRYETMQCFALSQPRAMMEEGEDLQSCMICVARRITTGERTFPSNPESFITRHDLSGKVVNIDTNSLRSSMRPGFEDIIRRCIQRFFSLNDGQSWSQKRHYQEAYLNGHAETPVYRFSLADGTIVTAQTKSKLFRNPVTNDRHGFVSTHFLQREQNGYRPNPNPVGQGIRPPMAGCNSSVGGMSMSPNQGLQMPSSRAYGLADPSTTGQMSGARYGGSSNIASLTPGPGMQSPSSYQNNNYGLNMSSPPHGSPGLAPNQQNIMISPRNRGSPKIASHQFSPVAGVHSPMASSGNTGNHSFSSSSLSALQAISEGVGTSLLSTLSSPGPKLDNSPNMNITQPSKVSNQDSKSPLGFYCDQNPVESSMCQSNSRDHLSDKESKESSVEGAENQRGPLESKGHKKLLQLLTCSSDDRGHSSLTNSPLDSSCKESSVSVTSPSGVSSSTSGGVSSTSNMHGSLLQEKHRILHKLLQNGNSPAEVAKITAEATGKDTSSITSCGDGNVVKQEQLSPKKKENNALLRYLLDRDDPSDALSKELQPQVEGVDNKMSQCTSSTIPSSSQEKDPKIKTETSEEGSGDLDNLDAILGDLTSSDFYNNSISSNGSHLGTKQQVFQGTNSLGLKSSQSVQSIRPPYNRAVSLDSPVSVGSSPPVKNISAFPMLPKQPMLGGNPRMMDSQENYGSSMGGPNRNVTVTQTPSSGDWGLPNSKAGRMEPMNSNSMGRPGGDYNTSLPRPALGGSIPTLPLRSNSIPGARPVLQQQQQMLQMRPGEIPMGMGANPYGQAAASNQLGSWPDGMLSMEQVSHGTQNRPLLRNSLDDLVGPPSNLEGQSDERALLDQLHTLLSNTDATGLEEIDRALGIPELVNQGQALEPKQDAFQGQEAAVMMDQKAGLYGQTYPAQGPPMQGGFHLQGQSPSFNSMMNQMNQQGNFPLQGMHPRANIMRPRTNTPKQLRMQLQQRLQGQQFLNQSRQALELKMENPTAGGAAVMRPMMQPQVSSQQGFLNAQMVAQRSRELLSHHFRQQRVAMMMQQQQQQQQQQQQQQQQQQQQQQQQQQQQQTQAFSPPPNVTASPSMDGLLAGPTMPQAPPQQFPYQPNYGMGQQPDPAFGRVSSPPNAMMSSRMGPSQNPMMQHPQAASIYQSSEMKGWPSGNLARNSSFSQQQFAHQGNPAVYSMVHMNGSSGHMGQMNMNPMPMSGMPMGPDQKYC
KKLEB cytotox: cytotoxicity in KKLEB CF airway cells, primary screen, cytotoxicity control for CF NF-kB inhibitor project, cell-based, uHTS, fluorescence assay plates; KKLEB CF airway cells viability, ATPlite luminescence, overnight; active compounds read low; cells stimulated with P. aeruginosa culture filtrate; activity change (cytotoxicity), % at 5 µM; 360,000 compounds, 0.36% hits; AID 602141, 2011;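 active means corrected activity change at or below -50% at 5 µM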
Shn3 3UTR inh: reduction of Shn3 3'UTR firefly luciferase signal, primary screen, Schnurri-3 inhibitor project, cell-based, Clone20 osteoblasts, set 2. Clone20 osteoblast Shn3 3'UTR firefly luciferase, 24 h. inhibition, % at 12.5 µM. 360,000 compounds, 0.52% hits;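 active means mean inhibition of at least 75% with every replicate also reaching 75%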;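 further: 0% = median of neutral control wells and 100% = pilot-screen positive control compound; some compounds past the cut are filed as inactive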
CF NFkB inh: inhibitors of PAF-induced NF-kB signaling, primary screen, cell-based, GFP fluorescence, uHTS. KKLEB NF-kB-GFP reporter, GFP fluorescence overnight. inhibition, % at 5 µM. AID 588850, 2011. 360,000 compounds, 0.86% hits;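 active means at least 50% inhibition at 5 µM, scaled per plate between neutral and stimulator controls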;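 further: PAF is a Pseudomonas aeruginosa culture filtrate used as stimulus; plate controls were PAF-stimulated DMSO wells for no effect and unstimulated DMSO wells for full effect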
TWEAK-Fn14 inh: inhibitors of TWEAK-Fn14 signaling, primary screen, luciferase reporter cells, uHTS; 360,000 compounds, 2% hits; TWEAK-stimulated Fn14 reporter cells, luciferase luminescence, 8 h; inhibition, % at 10 µM; in the data active means inhibition above about 50%
TRAIL sens C8: viability loss with TRAIL in NB7+C8 cells, primary screen, TRAIL sensitizer project, cell-based, ATPlite luminescence. inhibition (viability loss, TRAIL sensitization), % at 10 µM. 360,000 compounds, 1% hits. AID 624354, 2012;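 active means compounds causing at least 50% loss of cell viability in the single-dose screen, relative to plate controls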
NCOA1 inh: SRC1 coactivator transcriptional activity inhibitors, primary screen, cell-based, luminescence; Nuclear receptor coactivator 1 (Homo sapiens), Q15788; HEK293 GAL4-SRC1 luciferase reporter; inhibition, % at 3.6 µM; 360,000 compounds, 0.12% hits;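 active means inhibition above the campaign mean plus 3 SD, with each screening campaign given its own cutoff, cut at about 60% in these data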;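 further: 0% = DMSO treated cells and 100% = gossypol at 36 µM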
EBV LMP1 NFkB: EBV LMP1-driven NF-kappaB luciferase reporter inhibitors, primary screen, cell-based, luminescence, single point. LMP1-induced NF-kappaB luciferase reporter cells. inhibition, % at 12.5 µM. 350,000 compounds, 0.69% hits; in the data active means inhibition above about 41%;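 further: 0% = neutral control wells and 100% = reference inhibitor control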
LRH-1 inv ag: LRH-1 (NR5A2) inverse agonists, primary screen, cell-based, luminescence, HEK293T, StAR-luciferase reporter | inhibition, % at 3.6 µM | LRH-1 transfected, 24 h | Nuclear receptor subfamily 5 group A member 2 (Homo sapiens), O00482 | 360,000 compounds, 0.13% hits;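 active means inhibition above the mean inhibition of all tested compounds plus 3 SD, cut at about 73% in these data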;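 further: 0% = DMSO wells and 100% = reporter-only cells lacking LRH-1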
COUP-TFII inh: NR2F2 transcriptional activity inhibitors, primary screen, cell-based, luciferase reporter, HEK293T, luminescence | COUP transcription factor 2 (Homo sapiens), P24468 | HEK293T NGFI-A luciferase reporter | inhibition, % at 8.6 µM | 370,000 compounds, 0.7% hits;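 active means inhibition above a per-plate cutoff, mean inhibition of test wells between control levels plus 3 SD, cut at about 38% in these data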;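 further: cells cotransfected with COUP-TFII expression vector driving the NGFI-A reporter; 0% = median of COUP-TF2 test wells and 100% = reporter-only cells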
The depositor's hits bear a star. The list is partial; rates above refer to the full screens.

What do the screens show for `COc1ccc(/C=N/N2CCN(c3ccccc3)CC2)cc1Br`?
TROY signal inh: -11; NCOA3 inh: 5; KKLEB cytotox: -9; Shn3 3UTR inh: -5; CF NFkB inh: -2; TWEAK-Fn14 inh: -17; TRAIL sens C8: 0; NCOA1 inh: -7; EBV LMP1 NFkB: -9; LRH-1 inv ag: 4; COUP-TFII inh: 2

Results for CCCc1nc2ccccc2c(=O)n1/N=C/c1ccc(O)cc1O ?
TROY signal inh: 9; NCOA3 inh: 9; KKLEB cytotox: 1; Shn3 3UTR inh: 13; CF NFkB inh: -8; TWEAK-Fn14 inh: 0; TRAIL sens C8: 3; NCOA1 inh: 1; EBV LMP1 NFkB: 2; LRH-1 inv ag: 26; COUP-TFII inh: 4

How did CCC1CCC/C1=N\NC(=O)c1ccoc1C (stereo unspecified) do in these assays?
TROY signal inh: -36; NCOA3 inh: -81; KKLEB cytotox: 14; Shn3 3UTR inh: -19; CF NFkB inh: -32; TWEAK-Fn14 inh: -8; TRAIL sens C8: 1; NCOA1 inh: -112; EBV LMP1 NFkB: -3; LRH-1 inv ag: -117; COUP-TFII inh: -47

How did N#Cc1ccc(COC(=O)c2cc(=O)c3ccccc3o2)cc1 do in these assays?
TROY signal inh: -21; NCOA3 inh: 7; KKLEB cytotox: -5; Shn3 3UTR inh: 18; CF NFkB inh: 0; TWEAK-Fn14 inh: -24; TRAIL sens C8: 4; NCOA1 inh: 5; EBV LMP1 NFkB: -3; LRH-1 inv ag: -1; COUP-TFII inh: 16

Results for CCCC(=O)Nc1cccc(Oc2ccc3c(c2)C(=O)NC3=O)c1 ?
TROY signal inh: -10; NCOA3 inh: 4; KKLEB cytotox: -10; Shn3 3UTR inh: 10; CF NFkB inh: 0; TWEAK-Fn14 inh: 1; TRAIL sens C8: -14; NCOA1 inh: -13; EBV LMP1 NFkB: -1; LRH-1 inv ag: 4; COUP-TFII inh: -7

Results for CCOc1ccc(CNc2nc3ccccc3n2C)cc1 ?
TROY signal inh: -34; NCOA3 inh: -81; KKLEB cytotox: 2; Shn3 3UTR inh: -13; CF NFkB inh: 4; TWEAK-Fn14 inh: -13; TRAIL sens C8: 38; NCOA1 inh: -110; EBV LMP1 NFkB: -15; LRH-1 inv ag: -84; COUP-TFII inh: -54

What do the screens show for `CC(C)N(C(=O)Cn1cc(S(=O)(=O)CC(=O)NC2CCCCC2)c2ccccc21)C(C)C`?
TROY signal inh: 6; NCOA3 inh: 0; KKLEB cytotox: -11; Shn3 3UTR inh: 10; CF NFkB inh: 7; TWEAK-Fn14 inh: -6; TRAIL sens C8: 0; NCOA1 inh: 0; EBV LMP1 NFkB: 6; LRH-1 inv ag: -1; COUP-TFII inh: 4

Results for Cn1cnc(C(=O)NC2CCN(C(=O)OC(C)(C)C)CC2)c1C(=O)NC1CCN(C(=O)OC(C)(C)C)CC1 ?
TROY signal inh: -13; NCOA3 inh: 5; KKLEB cytotox: 3; Shn3 3UTR inh: -6; CF NFkB inh: 1; TWEAK-Fn14 inh: -28; TRAIL sens C8: -3; NCOA1 inh: -7; EBV LMP1 NFkB: 3; LRH-1 inv ag: 10; COUP-TFII inh: -8

How did COc1cc(/C=C2/NC(=O)N(Cc3ccccc3F)C2=O)ccc1Oc1ccc([N+](=O)[O-])cn1 do in these assays?
TROY signal inh: 24; NCOA3 inh: 8; KKLEB cytotox: -29; Shn3 3UTR inh: 15; CF NFkB inh: 34; TWEAK-Fn14 inh: 21; TRAIL sens C8: 22; NCOA1 inh: -2; EBV LMP1 NFkB: 13; LRH-1 inv ag: -14; COUP-TFII inh: 5

Results for COc1ccc(C(=O)Nn2c(SCC(=O)NCc3ccccc3)nc3ccccc3c2=O)cc1 ?
TROY signal inh: 78*; NCOA3 inh: 1; KKLEB cytotox: -3; Shn3 3UTR inh: -2; CF NFkB inh: 0; TWEAK-Fn14 inh: 85*; TRAIL sens C8: 20; NCOA1 inh: 4; EBV LMP1 NFkB: 24; LRH-1 inv ag: 0; COUP-TFII inh: 16

What do the screens show for `CCS(=O)(=O)N1Cc2ccccc2CC1C(=O)OCC(=O)Nc1ccc(C)cc1` (stereo unspecified)?
TROY signal inh: -1; NCOA3 inh: -13; KKLEB cytotox: 1; Shn3 3UTR inh: 6; CF NFkB inh: 6; TWEAK-Fn14 inh: -28; TRAIL sens C8: -4; NCOA1 inh: -33; EBV LMP1 NFkB: 0; LRH-1 inv ag: -3; COUP-TFII inh: 13

How did Cc1cc(NC(=O)CSc2nnc(-c3ccco3)n2CC2CCCO2)no1 (stereo unspecified) do in these assays?
TROY signal inh: -11; NCOA3 inh: 13; KKLEB cytotox: 15; Shn3 3UTR inh: -8; CF NFkB inh: -24; TWEAK-Fn14 inh: 7; TRAIL sens C8: 3; NCOA1 inh: 8; EBV LMP1 NFkB: -3; LRH-1 inv ag: -5; COUP-TFII inh: 1

How did O=C(CNC(=O)N1CC(=O)Nc2ccccc21)Nc1nccs1 do in these assays?
TROY signal inh: -2; NCOA3 inh: -3; KKLEB cytotox: -20; Shn3 3UTR inh: -16; CF NFkB inh: -4; TWEAK-Fn14 inh: 9; TRAIL sens C8: -1; NCOA1 inh: 9; EBV LMP1 NFkB: -4; LRH-1 inv ag: -4; COUP-TFII inh: -11

What do the screens show for `COc1cccc(OC)c1C(=O)NCCN1CCN(C(=O)c2c(OC)cccc2OC)CC1`?
TROY signal inh: 15; NCOA3 inh: -3; KKLEB cytotox: 4; Shn3 3UTR inh: 4; CF NFkB inh: 0; TWEAK-Fn14 inh: 5; TRAIL sens C8: -10; NCOA1 inh: 17; EBV LMP1 NFkB: -6; LRH-1 inv ag: 10; COUP-TFII inh: 0

Results for CC(=O)c1ccc(Nc2cc(C)nc3c(C)cccc23)cc1 ?
TROY signal inh: -17; NCOA3 inh: -40; KKLEB cytotox: -21; Shn3 3UTR inh: -20; CF NFkB inh: 5; TWEAK-Fn14 inh: -15; TRAIL sens C8: -9; NCOA1 inh: -41; EBV LMP1 NFkB: 0; LRH-1 inv ag: -50; COUP-TFII inh: -18

How did CCN1C(=O)N[C@@H](CCc2ccccc2)[C@@H](C(=O)OC)[C@H]1C do in these assays?
TROY signal inh: -20; NCOA3 inh: 2; KKLEB cytotox: 13; Shn3 3UTR inh: 9; CF NFkB inh: -12; TWEAK-Fn14 inh: -5; TRAIL sens C8: 0; NCOA1 inh: -1; EBV LMP1 NFkB: 11; LRH-1 inv ag: -7; COUP-TFII inh: 9

What do the screens show for `CN(Cc1ccc(-n2cccn2)cc1)C(=O)c1cnn2c1NC(c1ccco1)CC2C(F)(F)F` (stereo unspecified)?
TROY signal inh: 16; NCOA3 inh: -3; KKLEB cytotox: 1; Shn3 3UTR inh: 22; CF NFkB inh: -2; TWEAK-Fn14 inh: 10; TRAIL sens C8: 8; NCOA1 inh: 4; EBV LMP1 NFkB: 0; LRH-1 inv ag: 11; COUP-TFII inh: 15

How did O=C(/C=C/c1ccco1)NC(=S)Nc1nc(-c2ccc3ccccc3c2)cs1 do in these assays?
TROY signal inh: -47; NCOA3 inh: -12; KKLEB cytotox: -64*; Shn3 3UTR inh: -5; CF NFkB inh: 47; TWEAK-Fn14 inh: -1; TRAIL sens C8: -29; NCOA1 inh: -30; EBV LMP1 NFkB: 0; LRH-1 inv ag: -29; COUP-TFII inh: -5

What do the screens show for `C/C(=N\NC(=O)c1cc(-c2ccccc2C)nc2ccccc12)c1cccnc1`?
TROY signal inh: 22; NCOA3 inh: -7; KKLEB cytotox: 0; Shn3 3UTR inh: 12; CF NFkB inh: 5; TWEAK-Fn14 inh: -24; TRAIL sens C8: 4; NCOA1 inh: 10; EBV LMP1 NFkB: 6; LRH-1 inv ag: -6; COUP-TFII inh: -6

What do the screens show for `CC(=O)c1c(C)oc2ccc(N(C(C)=O)S(=O)(=O)c3cccc([N+](=O)[O-])c3)cc12`?
TROY signal inh: 27; NCOA3 inh: 8; KKLEB cytotox: -5; Shn3 3UTR inh: 26; CF NFkB inh: 12; TWEAK-Fn14 inh: 19; TRAIL sens C8: -4; NCOA1 inh: -22; EBV LMP1 NFkB: -4; LRH-1 inv ag: -22; COUP-TFII inh: 4

What do the screens show for `CCn1cc(C(=O)N2CC(C)CC(C)C2)c(=O)c2cc(S(=O)(=O)N3CCOCC3)ccc21` (stereo unspecified)?
TROY signal inh: 6; NCOA3 inh: 4; KKLEB cytotox: 8; Shn3 3UTR inh: -21; CF NFkB inh: -6; TWEAK-Fn14 inh: 6; TRAIL sens C8: -12; NCOA1 inh: -5; EBV LMP1 NFkB: 2; LRH-1 inv ag: 19; COUP-TFII inh: -6

How did C/C(=N\NC(=O)c1ccccc1O)c1ccc(NC(=O)Cc2ccccc2)cc1 do in these assays?
TROY signal inh: -34; NCOA3 inh: -52; KKLEB cytotox: 17; Shn3 3UTR inh: -7; CF NFkB inh: -38; TWEAK-Fn14 inh: -7; TRAIL sens C8: 5; NCOA1 inh: -48; EBV LMP1 NFkB: -21; LRH-1 inv ag: -67; COUP-TFII inh: -37

Results for CCC(=O)Nc1ccc(NC(=S)Nc2ccccc2)cc1 ?
TROY signal inh: -2; NCOA3 inh: -1; KKLEB cytotox: -7; Shn3 3UTR inh: 16; CF NFkB inh: 0; TWEAK-Fn14 inh: -11; TRAIL sens C8: -6; NCOA1 inh: -9; EBV LMP1 NFkB: 5; LRH-1 inv ag: 2; COUP-TFII inh: -4

How did O=C(Nc1ccc(O)cc1)c1ccc2c(c1)C(=O)N(Cc1ccccc1)C2=O do in these assays?
TROY signal inh: -12; NCOA3 inh: -19; KKLEB cytotox: 15; Shn3 3UTR inh: 17; CF NFkB inh: -16; TWEAK-Fn14 inh: 11; TRAIL sens C8: 63*; NCOA1 inh: -2; EBV LMP1 NFkB: -1; LRH-1 inv ag: -24; COUP-TFII inh: -5

How did COc1ccc(C(CNC(=O)c2cccnc2SC)N2CCOCC2)cc1 (stereo unspecified) do in these assays?
TROY signal inh: 4; NCOA3 inh: -3; KKLEB cytotox: 2; Shn3 3UTR inh: -17; CF NFkB inh: -2; TWEAK-Fn14 inh: 4; TRAIL sens C8: -2; NCOA1 inh: -15; EBV LMP1 NFkB: 2; LRH-1 inv ag: -4; COUP-TFII inh: 9

Results for CCCCN(C(=O)c1ccc(Cl)c(S(=O)(=O)N2CCOCC2)c1)c1c(N)n(CCC)c(=O)[nH]c1=O ?
TROY signal inh: 9; NCOA3 inh: -6; KKLEB cytotox: -10; CF NFkB inh: 11; TWEAK-Fn14 inh: 18; TRAIL sens C8: -7; NCOA1 inh: -9; EBV LMP1 NFkB: -21; LRH-1 inv ag: 12; COUP-TFII inh: -13
